Bioassay records deposited in PubChem BioAssay by several laboratories.
dFosB activator = activators of delta FosB homodimer, primary screen, biochemical, fluorescence polarization, TAMRA-CDK5 oligo, single point; activation, % at 25 µM; Protein FosB (Mus musculus), P13346; AID 493131, 2011; purified delta FosB; percent of positive-control signal above neutral wells; 340,000 compounds, 0.99% hits;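 active means mean activation above about 17%, with every replicate also reaching it, limit read from the data, passing the limit was not always enough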;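 further: fluorescence polarization rise as delta FosB binds a TAMRA Cdk5 AP-1 oligo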
RTF Ca sens inh = cardiac RTF calcium sensitivity inhibitors, primary screen, biochemical, IANBD-TnC fluorescence, EC70 calcium; IANBD-labeled cardiac RTF, Ca2+ fluorescence; inhibition, % at 7.15 µM; AID 493244, 2011; Troponin I, cardiac muscle (Homo sapiens) + Troponin T, cardiac muscle (Homo sapiens) + …; 340,000 compounds, 0.12% hits;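 active means inhibition above the mean inhibition of all tested compounds plus 3 SD, cut at about 17% in these data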;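 further: assay run at fixed EC70 calcium of 1.6 mM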
LANA DNA inh = inhibitors of KSHV C-LANA binding to DNA, primary screen, biochemical, fluorescence polarization, FAM-LBS DNA, MBP-C-LANA, single point. Kaposi's sarcoma herpesvirus LANA C-terminal domain (residues 932-1162) DNA binding. inhibition, % at 9 µM. 340,000 compounds, 0.078% hits. AID 504423, 2011;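 active means highest replicate inhibition at or above 60% at 9 µM, even if other replicates fall short; inactive means all replicates below 60% inhibition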;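 further: 0% = neutral control wells and 100% = 4 µM acridine orange control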
CDK5 inh = inhibitors of human CDK5/p35 kinase, primary screen, biochemical, single concentration; Cyclin-dependent kinase 5 (Homo sapiens) + Cyclin-dependent kinase 5 activator 1 (Homo …; Recombinant CDK5/p35, ADP-Glo luminescence, 60 min; inhibition, % at 10 µM; 330,000 compounds, 0.01% hits;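 active means highest replicate inhibition of at least 50% and at least 75% of replicates reaching 50%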;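 further: plate controls were DMSO neutral control for no effect and GW8510 at 10 µM for full effect; many of its hits are not listed in these tables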
PvdQ inh = P. aeruginosa PvdQ acylase inhibitors, primary screen, biochemical, fluorescence, plate reader and imaging, single point; 340,000 compounds, 0.063% hits; purified PvdQ acylase; inhibition, % at 10 µM; in the data active means inhibition above about 30%, passing the limit was not always enough;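 further: 0% = vehicle neutral wells and 100% = reference inhibitor wells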
Keap1-Nrf2 PPI = Keap1-Nrf2 protein-protein interaction inhibitors, primary screen, biochemical, fluorescence polarization, single point; inhibition, % at 9.4 µM; Keap1 Kelch-Nrf2 peptide fluorescence polarization, 1536-well; Kelch-like ECH-associated protein 1 (Homo sapiens), Q14145; AID 504523, 2011; 340,000 compounds, 0.15% hits; in the data active means inhibition above about 12%;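 further: human Keap1 Kelch domain with fluorescein labeled Nrf2 9mer peptide probe; 0% = neutral control wells and 100% = peptide positive control; higher means more block of Keap1 binding to Nrf2 peptide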
PfHsp90 set2 = growth inhibition of PfHsp90-expressing yeast, primary screen, antimalarial PfHsp90 inhibitor project, S. cerevisiae, BacTiter-Glo luminescence, single point, set 2; BacTiter-Glo ATP, 48 h; yeast lacking PDR1 and PDR3 efflux regulators; inhibition, % at 9.4 µM; 310,000 compounds, 0.32% hits;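 active means every replicate shows inhibition above about 80%, whatever the replicate mean, limit read from the data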;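 further: 0% = DMSO neutral controls and 100% = 20 µM radicicol positive controls; yeast relying on Plasmodium falciparum Hsp90 in place of its own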
Rtt109 HAT inh = inhibitors of C. albicans Rtt109/Vps75 HAT, primary screen, biochemical, ThioGlo CoA-SH fluorescence, plate reader; purified Rtt109/Vps75, 4 h; 330,000 compounds, 0.16% hits; inhibition, % at 34.9 µM;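 active means inhibition of at least 50% in every replicate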
SUMO Mot1 rescue = yeast Mot1-301 growth rescue at high temperature, primary screen, SUMOylation pathway inhibitor project, S. cerevisiae, ATP luminescence, 38.5C | S. cerevisiae Mot1-301 growth rescue; percent above DMSO median, 100 means doubled | growth rescue, % at 18.8 µM | 320,000 compounds, 1% hits | AID 2716, 2010;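 active means every valid replicate shows activation above 250% relative to neutral control wells; inactive means the rest, any valid replicate at or below 250%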;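 further: OY570 slx delta 5 strain wells were the positive control but not used for scaling; some compounds called inactive have numbers as strong as hits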
NSD2 inh = NSD2 histone methyltransferase inhibitors, primary screen, biochemical, AlphaScreen, single concentration, set 2 | Histone-lysine N-methyltransferase NSD2 (Homo sapiens), O96028 | NSD2 peptide methylation, 120 min | inhibition, % at 12.5 µM | 310,000 compounds, 0.54% hits | AID 743445, 2014; in the data active means inhibition above about 50%
Target sequence (O96028 whole entry, looked up): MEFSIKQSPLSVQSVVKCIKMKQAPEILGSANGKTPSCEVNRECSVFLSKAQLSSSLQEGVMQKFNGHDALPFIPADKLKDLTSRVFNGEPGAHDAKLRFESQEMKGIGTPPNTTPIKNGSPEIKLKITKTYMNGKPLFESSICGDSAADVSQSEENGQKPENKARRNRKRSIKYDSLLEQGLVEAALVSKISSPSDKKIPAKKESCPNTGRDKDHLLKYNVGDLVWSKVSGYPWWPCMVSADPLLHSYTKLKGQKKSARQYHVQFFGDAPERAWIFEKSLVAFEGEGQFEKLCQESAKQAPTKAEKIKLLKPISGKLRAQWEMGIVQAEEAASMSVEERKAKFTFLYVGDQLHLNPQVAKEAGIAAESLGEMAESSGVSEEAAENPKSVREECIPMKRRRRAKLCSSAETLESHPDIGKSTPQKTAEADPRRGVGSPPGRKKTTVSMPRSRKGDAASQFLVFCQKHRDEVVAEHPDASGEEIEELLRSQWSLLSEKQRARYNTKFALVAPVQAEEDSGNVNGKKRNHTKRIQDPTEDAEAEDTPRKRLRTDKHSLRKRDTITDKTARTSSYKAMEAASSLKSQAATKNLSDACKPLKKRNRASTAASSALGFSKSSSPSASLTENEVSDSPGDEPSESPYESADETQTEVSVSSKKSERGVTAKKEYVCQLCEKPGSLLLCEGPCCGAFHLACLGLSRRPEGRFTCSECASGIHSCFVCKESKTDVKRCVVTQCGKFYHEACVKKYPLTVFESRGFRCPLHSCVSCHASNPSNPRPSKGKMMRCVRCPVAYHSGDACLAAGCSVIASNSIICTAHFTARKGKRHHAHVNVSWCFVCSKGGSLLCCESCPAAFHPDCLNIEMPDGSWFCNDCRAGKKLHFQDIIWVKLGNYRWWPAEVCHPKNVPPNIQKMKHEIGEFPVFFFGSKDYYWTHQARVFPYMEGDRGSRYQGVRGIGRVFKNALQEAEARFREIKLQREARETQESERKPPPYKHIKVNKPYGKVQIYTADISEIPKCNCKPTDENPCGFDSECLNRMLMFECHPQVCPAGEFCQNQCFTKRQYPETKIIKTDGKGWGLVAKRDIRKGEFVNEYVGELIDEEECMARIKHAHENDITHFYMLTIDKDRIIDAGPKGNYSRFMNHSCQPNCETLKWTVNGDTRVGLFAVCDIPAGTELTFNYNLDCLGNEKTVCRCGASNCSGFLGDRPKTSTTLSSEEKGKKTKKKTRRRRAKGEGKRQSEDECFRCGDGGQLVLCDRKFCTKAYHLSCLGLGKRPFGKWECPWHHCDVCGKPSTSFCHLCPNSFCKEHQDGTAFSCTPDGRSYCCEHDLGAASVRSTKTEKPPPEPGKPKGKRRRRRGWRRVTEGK
cardiac RTF act = cardiac RTF calcium sensitivity activators, primary screen, biochemical, IANBD-TnC fluorescence, EC20 calcium. 340,000 compounds, 0.24% hits. IANBD-labeled TnC RTF fluorescence at EC20 calcium; 0% EC20 calcium, 100% full calcium. activation, % at 7.2 µM. AID 493008, 2010;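 active means activation above the mean over all tested compounds plus 3 SD, cut at about 30% in these data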;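 further: rise in fluorescence read as greater calcium sensitivity of cardiac thin filaments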
The depositor's hits bear a star; nt = not tested or not shown. Not a hit list. Share with any hit: about 3.2%.

SMILES	dFosB activator	RTF Ca sens inh	LANA DNA inh	CDK5 inh	PvdQ inh	Keap1-Nrf2 PPI	PfHsp90 set2	Rtt109 HAT inh	SUMO Mot1 rescue	NSD2 inh	cardiac RTF act
Cc1cc(NC(=O)c2cc3ccccc3o2)no1	-3	5	-0.6	-6.2	-1	-3	4	4	nt	0	-4
COc1ccc(CC(=O)NC(=S)Nc2cccc(C)c2)cc1	-14	-4	-2.3	-0.7	-10	-1	-3	2	378	-3	5
COc1ccc(-c2ccccc2[C@H]2[C@@H]3C=CC[C@@H](C)[C@@H]3C(=O)N2Cc2ccccc2)cc1	-5	-3	-0.3	-1.0	-2	5	10	-9	nt	nt	-2
O=C(Nc1ccc(F)cc1)C(c1ccccc1)N1CCN(S(=O)(=O)c2c(F)cccc2F)CC1 (centres undefined)	10	5	-0.7	0.5	-4	-5	-10	1	-11	-3	4
COc1ccc(NC(=O)Cc2ccc(Cl)cc2)cc1NC(=O)c1ccco1	0	-6	-0.3	0.1	0	3	-14	-3	288	-8	-1
COc1ccc(OCC(=O)O/N=C(\N)Cc2cccs2)cc1	-1	3	1.1	-0.7	-2	-6	0	-5	-7	-2	5
COc1ccc(N2CCN(C(C)=C3C(=O)c4ccccc4C3=O)CC2)cc1	-6	-11	1.2	-0.6	-1	0	21	1	-12	4	-1
COc1ccccc1-c1cc(C(=O)N2CCN(c3ccccc3)CC2)no1	-11	2	-0.4	-4.1	-14	-6	-65	7	14	-1	-1
Oc1ccc(-c2csc(Nc3ncccn3)n2)cc1O	-6	0	-1.1	5.7	8	0	0	6	nt	29	-5
COc1ccc(Nc2nnc(Cc3ccc(Cl)cc3)c(=O)[nH]2)c(OC)c1	5	8	0.3	-0.4	-13	2	5	9	-16	4	-2
O=C(NCc1ccccc1)NC1(C(=O)N2CCN(c3ccccc3)CC2)CCCCC1	-3	5	-0.2	0.7	-5	-7	2	-3	7	2	2
COc1ccc(CCNC(=O)CN2C(=O)COc3ccc(S(=O)(=O)N4CCCC4)cc32)cc1OC	-8	-4	-0.7	1.5	-5	-2	12	0	171	-1	-3
CC(C)CCN(C(=O)CCCSc1nc2ccccc2[nH]1)c1c(N)n(Cc2ccccc2)c(=O)[nH]c1=O	-5	0	5.2	0.7	8	0	-8	-1	-4	-1	10
CCOC(=O)c1ccccc1NC(=O)C1COc2ccccc2O1 (centres undefined)	-8	2	-0.9	0.8	2	-1	-3	19	6	0	3
CCOC(=O)C(=CNc1ccccc1C)C(=O)OCC	-7	-4	0.1	-3.5	-6	-2	-24	-3	6	0	6
CCCCNC(=S)NNC(=O)c1ccc(Br)o1	5	8	1.5	1.7	-6	3	-10	-2	8	0	-5
CC(C)CC(=O)Nc1ccnc(-c2ccncc2)n1	-6	-2	1.1	0.3	-17	-5	nt	-6	6	-19	-1
O=C(CSc1nnc2c(n1)[nH]c1ccccc12)OCc1ccccc1	10	6	0.5	-1.4	-11	3	-22	0	-13	37	-3
COc1ccc(-c2cc(C(=O)NC3CCCC3)c3ccccc3n2)cc1	-6	-1	-1.4	0.1	6	0	-9	-1	-16	-2	1
COc1ccc(OCc2nnnn2-c2ccccc2)cc1	-3	-9	0.3	-0.8	-5	-1	2	-5	-6	-7	4
CC(C(=O)O)n1ncc2ccccc2c1=O (centres undefined)	4	-1	-0.1	-0.3	4	1	17	-25	4	-1	5
Cc1ccc(NC(=O)C2CC(=O)Nc3nc4ccccc4n32)c(C)c1 (centres undefined)	47*	0	0.1	-1.7	3	-10	28	2	-3	2	2
CCn1ncc([C@@H]2C[C@H]3CN(Cc4cccc(Cl)c4)C(=O)[C@]34CCCN24)c1C	1	nt	-0.4	-0.9	-4	-1	9	-7	2	-4	nt
Cc1ccccc1NC(=O)C(=O)NCCc1c[nH]c2ccccc12	-10	-6	-0.7	-5.2	-10	-4	-19	3	3	nt	4
CCOC(=O)c1c(C)oc2c1c(CN1CCN(C(=O)OCC)CC1)c(O)c1ccccc12	-9	0	-0.2	0.8	-2	-1	-6	0	208	0	-9

Shown with two lines to a compound: part of the list above.
Values run as follows: dFosB activator, RTF Ca sens inh, LANA DNA inh, CDK5 inh, PvdQ inh, Keap1-Nrf2 PPI, PfHsp90 set2, Rtt109 HAT inh, SUMO Mot1 rescue, NSD2 inh, cardiac RTF act
COc1ccc(-c2ccccc2[C@H]2[C@@H]3C=CC[C@@H](C)[C@@H]3C(=O)N2Cc2ccccc2)cc1
→ -5, -3, -0.3, -1.0, -2, 5, 10, -9, nt, nt, -2
O=C(Nc1ccc(F)cc1)C(c1ccccc1)N1CCN(S(=O)(=O)c2c(F)cccc2F)CC1 (centres undefined)
→ 10, 5, -0.7, 0.5, -4, -5, -10, 1, -11, -3, 4

Following part.
SMILES	dFosB activator	RTF Ca sens inh	LANA DNA inh	CDK5 inh	PvdQ inh	Keap1-Nrf2 PPI	PfHsp90 set2	Rtt109 HAT inh	SUMO Mot1 rescue	NSD2 inh	cardiac RTF act
Cc1ccc(S(=O)(=O)N2CCN(Cc3nc4sc(C)c(C)c4c(=O)[nH]3)CC2)cc1	-8	2	-0.2	-0.5	-10	-5	-53	nt	-6	nt	-1
COC(=O)C1=C(C)N(C2CCCC2)C(=O)C1(NC(C)=O)C(F)(F)F (centres undefined)	10	2	-2.1	-0.1	3	-2	-14	-6	-15	0	-4
O=C1CCCC2=C1C(c1ccccc1O)C1=C(CCCC1=O)O2	0	6	-0.7	-2.6	-3	-1	-2	1	nt	3	1
Cc1ccc(NC(=O)C(OC(=O)c2cc(C)oc2C)c2ccccc2)cc1 (centres undefined)	-6	-21	0.7	0.1	-10	3	0	8	-1	-2	6
COc1ccc(CN2C(=O)c3ccccc3C2C(=O)NCCc2ccccc2)c(OC)c1 (centres undefined)	-6	4	-0.9	1.1	10	-5	0	-4	1	0	-4
CCN1CCN(C(=O)c2ccc(Cl)c(S(=O)(=O)N(C)c3ccccc3)c2)CC1	-4	-8	-3.8	0.6	-6	0	-24	-6	-7	4	-6
Cc1ccc(S(=O)(=O)N2CCOCC2)s1	-3	3	0.9	1.9	-15	0	-12	-1	-6	-3	-3
CCN(CC)S(=O)(=O)c1cccc(NC(=O)COC(=O)c2cc(C)oc2C)c1	-2	0	-0.6	-0.3	-1	-1	-4	6	3	-2	-2
CCS(=O)(=O)C1=NN2C(=N)/C(=C\c3ccc(OC(=O)c4ccco4)cc3)C(=O)N=C2S1	-7	-2	1.2	-0.8	5	-6	3	nt	255	20	-2
Cc1ccccc1NC(=O)N1CCC(C(=O)c2ccc(F)cc2)CC1	-6	-1	0.8	2.0	2	-5	-11	-8	695	6	3
O=C(Cn1c(NCCO)nc2ccccc21)c1ccco1	-5	1	-0.8	6.5	13	-4	-9	32	-11	-1	-1
Cc1ccc(C)c(NC(=S)NC2CC3CCCC(C2)N3CC(C)C)c1 (centres undefined)	-14	10	0.2	-0.4	-4	-1	1	2	2	3	0
Fc1ccc(-c2n[nH]c(=S)n2Cc2ccccc2)cc1	-10	4	0.3	4.0	1	2	-16	-2	-4	1	-7
CC(C)n1c(-c2ccc(N(C)C)cc2)nc2ccccc21	-5	-2	-1.0	-0.5	-25	-3	61	-24	-17	15	-3
CC(C)CCNC(=O)CCCn1c(=O)[nH]c2ccc(Br)cc2c1=O	-4	-11	2.3	-6.5	-15	-4	-9	-6	63	nt	-3
CCOc1cc2c(cc1C(C)(C)C)NC(=O)CS2	-10	-2	0.7	2.0	-10	-3	-6	-10	-13	2	-4
c1ccc(CSc2nnc(-c3ccco3)o2)cc1	-11	-9	0.3	0.0	-2	-9	4	0	-25	-1	4
O=C(O/N=C\c1ccc(N2CCOCC2)c([N+](=O)[O-])c1)c1ccccc1Cl	-7	8	0.5	-0.1	-1	0	-10	3	2	2	3
O=C(CCC(=O)c1cccs1)NNC(=O)c1cccc(Cl)c1	2	-1	-0.5	1.0	-2	-3	0	-13	-4	-3	-10
CN(C)S(=O)(=O)c1cccc(C(=O)NCCOC(=O)c2cc(F)c(F)cc2Cl)c1	-7	7	-0.1	-0.2	-5	2	16	-4	21	43	-8
CCS(=O)(=O)N1CCC(C(=O)NCCCN2CCC(Cc3ccccc3)CC2)CC1	-8	2	1.6	0.5	2	-1	13	1	144	-1	-3
Oc1ccc(C=NCCc2ccccc2)cc1	4	-9	-0.7	0.0	-18	-6	6	0	263	-2	15
COC(=O)c1ccccc1NC(=O)Cn1cc(Br)cn1	0	6	-0.9	-0.2	-4	-5	15	-3	0	-8	6

A different layout for some results above:
smiles | dFosB activator | RTF Ca sens inh | LANA DNA inh | CDK5 inh | PvdQ inh | Keap1-Nrf2 PPI | PfHsp90 set2 | Rtt109 HAT inh | SUMO Mot1 rescue | NSD2 inh | cardiac RTF act
COc1ccccc1-c1cc(C(=O)N2CCN(c3ccccc3)CC2)no1 | -11 | 2 | -0.4 | -4.1 | -14 | -6 | -65 | 7 | 14 | -1 | -1
Oc1ccc(-c2csc(Nc3ncccn3)n2)cc1O | -6 | 0 | -1.1 | 5.7 | 8 | 0 | 0 | 6 | nt | 29 | -5
COc1ccc(Nc2nnc(Cc3ccc(Cl)cc3)c(=O)[nH]2)c(OC)c1 | 5 | 8 | 0.3 | -0.4 | -13 | 2 | 5 | 9 | -16 | 4 | -2
O=C(NCc1ccccc1)NC1(C(=O)N2CCN(c3ccccc3)CC2)CCCCC1 | -3 | 5 | -0.2 | 0.7 | -5 | -7 | 2 | -3 | 7 | 2 | 2
COc1ccc(CCNC(=O)CN2C(=O)COc3ccc(S(=O)(=O)N4CCCC4)cc32)cc1OC | -8 | -4 | -0.7 | 1.5 | -5 | -2 | 12 | 0 | 171 | -1 | -3
